Compound activity deposited in PubChem by The Scripps Research Institute Molecular Screening Center.
TTR transcr act – activators of transthyretin transcription; SH-SY5Y TTR promoter Gaussia luciferase, luminescence; 100% = recombinant luciferase protein wells; activation, % at 16.7 µM; actives 1.3% (n = 92,000); AID 1117267;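 active means activation above the mean of all tested compounds plus 3 SD, cut at about 9.5% in these data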;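 further: cells exposed to compounds for one day before reading; 0% = median of all test compound wells on the plate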
* hit, by the source's call.

SMILES | TTR transcr act
COCCn1c(CN2CCN(C(=O)c3ccco3)CC2)nc2c1c(=O)n(C)c(=O)n2C | 2.0
COc1ccc([N+](=O)[O-])cc1NC(=O)COC(=O)c1ccc(O)cc1 | -0.1
CCc1cc(=O)oc2cc(OC(C)C(=O)NCCCn3ccnc3)ccc12 (stereo not drawn) | 1.7
Cc1ccc(S(=O)(=O)CC(=O)NC(C)(C)C)cc1 | 0.9
COc1ccc(CCNC(=O)COC(=O)c2ncc(Cl)c(Cl)c2Cl)cc1OC | 0.6
O=C(N/N=C/c1ccco1)C1CC(=O)N(c2ccccc2)C1 (stereo not drawn) | 1.1
O=C1c2ccccc2C(c2nc3ccccc3[nH]2)N1c1ccccc1 (stereo not drawn) | 5.5
CCn1c(C)nc2cc(C(=O)N/N=C(\C)c3ccccc3O)ccc21 | 2.8
Cc1nn(-c2ccccc2)c(C)c1C(=O)Oc1ccccc1 | -1.2
Cc1nn(Cc2ccccc2)c(Cl)c1/C=C/C(=O)OCC(=O)N1CCCC1=O | 4.7
CCOc1cc(CNC2CCCC2)ccc1OCc1ccccc1Cl | -0.1
COc1cc(OC)c(-c2oc3ccccc3c(=O)c2O)c(OC)c1 | -1.6
CC1(C)Cc2c(ccc3ccccc23)/C(=C/C(=O)N2CCCCC2)N1 | 3.8
COc1ccccc1/C=C(/C(=O)OCC(=O)Nc1ccccc1C)c1ccccc1 | 0.5
COc1cccc(N2CCN(S(=O)(=O)c3c(C)[nH]c(C)c3C(=O)N3CCCCC3)CC2)c1 | 0.9
CC(C)(C)OC(=O)N1CCC(N[C@@H](Cc2ccccc2)C(=O)NCCc2c[nH]c3ccccc23)(C(=O)NC2CCCCC2)CC1 | 2.0
COc1ccc(S(=O)(=O)N2CN(CCc3ccc(OC)c(OC)c3)c3nc4ccccc4nc32)cc1 | 0.1
CCOc1cc(C(=O)NCCN2CCOCC2)cc(OCC)c1OCC | 1.2
Cc1ccc(NC(=O)CO/N=C(\N)c2nonc2N)cc1C | 1.9
CCCCNC(=O)C1CC(c2cccc([N+](=O)[O-])c2)=NO1 (stereo not drawn) | -1.6
N#Cc1cc2ccccc2nc1SCC(=O)Nc1ccccc1N1CCOCC1 | 1.2
O=C1OCC2=C1C(c1ccc(Cl)cc1)c1cc3c(cc1O2)OCO3 (stereo not drawn) | -2.6
CCC1Nc2ncnc(N3CCOCC3)c2N(Cc2ccc(C)cc2)C1=O (stereo not drawn) | -0.3
O=C(O)C[C@@H](CNC(=O)COc1ccc2ccc(=O)oc2c1)c1ccc(Cl)cc1 | 6.3
O=C(c1ccccc1F)N1CCN(c2cccc(C(F)(F)F)c2)CC1 | -0.1

Grouped by structure, those above containing sulfur (4)
SMILES | TTR transcr act
Cc1ccc(S(=O)(=O)CC(=O)NC(C)(C)C)cc1 | 0.9
COc1cccc(N2CCN(S(=O)(=O)c3c(C)[nH]c(C)c3C(=O)N3CCCCC3)CC2)c1 | 0.9
COc1ccc(S(=O)(=O)N2CN(CCc3ccc(OC)c(OC)c3)c3nc4ccccc4nc32)cc1 | 0.1
N#Cc1cc2ccccc2nc1SCC(=O)Nc1ccccc1N1CCOCC1 | 1.2

Fetched by structure from the list above (6):
SMILES | TTR transcr act
O=C(c1ccccc1F)N1CCN(c2cccc(C(F)(F)F)c2)CC1 | -0.1
CC1(C)Cc2c(ccc3ccccc23)/C(=C/C(=O)N2CCCCC2)N1 | 3.8
CCCCNC(=O)C1CC(c2cccc([N+](=O)[O-])c2)=NO1 (stereo not drawn) | -1.6
COc1cccc(N2CCN(S(=O)(=O)c3c(C)[nH]c(C)c3C(=O)N3CCCCC3)CC2)c1 | 0.9
CCc1cc(=O)oc2cc(OC(C)C(=O)NCCCn3ccnc3)ccc12 (stereo not drawn) | 1.7
Cc1nn(-c2ccccc2)c(C)c1C(=O)Oc1ccccc1 | -1.2

Returning to the listing; the two compounds before the break are reprinted first.
SMILES | TTR transcr act
O=C(O)C[C@@H](CNC(=O)COc1ccc2ccc(=O)oc2c1)c1ccc(Cl)cc1 | 6.3
O=C(c1ccccc1F)N1CCN(c2cccc(C(F)(F)F)c2)CC1 | -0.1
C#CCN1C(=O)C(O)(CC(=O)c2cccc(OC)c2)c2ccccc21 (stereo not drawn) | 2.2
CCOC(=O)C1=C(CSc2nccn2C)NC(=O)NC1c1ccc2c(c1)OCO2 (stereo not drawn) | 0.0
Cc1cccc(C)c1Nc1nnc(SCc2nc3ccccc3s2)s1 | -0.2
Cc1c(NCc2cccnc2)cccc1C(=O)O | 0.9
BrC(/C=C\c1ccccc1)=N/Nc1nc(N2CCOCC2)nc(N2CCOCC2)n1 | -1.6
C/C(=N\Nc1ccc(S(=O)(=O)Nc2ccccc2)cc1[N+](=O)[O-])c1ccncc1 | 0.7
C=CCN(C)C(C#CCCCC)c1ccccc1 (stereo not drawn) | 1.0
O=C(O)c1ccc2c(c1)S(=O)(=O)c1cc(N3CCN(c4ncccn4)CC3)ccc1C2=O | 1.1
CCN(CC)S(=O)(=O)c1ccc(-c2cc(C(=O)OC)sc2C(F)(F)F)cc1 | -2.1
CCC(C)N(C(=O)COC(=O)Cc1n[nH]c(=O)c2ccccc12)C1CCS(=O)(=O)C1 (stereo not drawn) | -1.2
Cc1cc(C)c(S(=O)(=O)Nc2cc(C)on2)c(C)c1 | 0.0
Cc1cc(C)nc(NC(=S)NC(=O)c2ccccc2)n1 | -2.2
CC1CN(C(=O)c2ccccc2OCc2ccc(Cl)cc2Cl)CC(C)O1 (stereo not drawn) | -2.7
COc1ccc(C2=NCCn3nc4cc(OC)ccc4c32)cc1 | 1.2
CCn1c(C(C)NC(=O)c2cccs2)nc2ccccc21 (stereo not drawn) | 2.3
CCOC(=O)c1sc(=S)n(-c2ccc(F)c(F)c2)c1N | 0.5
CC(C)(C)C(=O)NC1CC2CCCC(C1)N2C(=O)Nc1ccccc1 (stereo not drawn) | -0.4
Cc1sc2nc(CN3CCOCC3)nc(NCCc3ccccc3)c2c1C | -0.9
CN1C(=O)N(c2nnc(C(C)(C)C)s2)C(=O)C1c1ccccc1 (stereo not drawn) | 0.5
COc1cc(OC)c(N(C)C(=O)c2cc3c(s2)-c2ccccc2S(=O)(=O)C3)cc1Cl | 0.3
O=C(NCC1CCCO1)c1ccc2c(c1)N(Cc1ccc(Cl)cc1)CCS2 (stereo not drawn) | -1.9
S=C(NCCc1ccccc1)NCCN1CCOCC1 | 0.2
CCCCC(NC(=O)Cc1c(C)c2cc3c(C)c(C)oc3c(C)c2oc1=O)C(=O)O (stereo not drawn) | -1.7
Cc1ccc(C)c(S(=O)(=O)ON2C(=O)c3ccccc3C2=O)c1 | 0.7
CCCCc1ccc(NC(=O)C(C)CC)cc1 (stereo not drawn) | -1.5

Some values from the entries so far:
COc1ccc(C2=NCCn3nc4cc(OC)ccc4c32)cc1 | TTR transcr act: 1.2
CCC(C)N(C(=O)COC(=O)Cc1n[nH]c(=O)c2ccccc12)C1CCS(=O)(=O)C1 (stereo not drawn) | TTR transcr act: -1.2
CCn1c(C(C)NC(=O)c2cccs2)nc2ccccc21 (stereo not drawn) | TTR transcr act: 2.3

Other records.
SMILES | TTR transcr act
CN(CC(=O)N1CCCCCC1)S(=O)(=O)c1ccc(Br)cc1 | 20*
CC1(C)CC(=O)C(=Cc2cn(CCC#N)nc2-c2ccc(F)cc2)C(=O)C1 | -1.6
Cc1noc(C)c1COc1ccccc1C(=O)NC1CCC(C)CC1 (stereo not drawn) | 4.0
COc1ccc(CN(CC2CCC(C(=O)O)CC2)C(=S)Nc2ccccc2C)cc1 (stereo not drawn) | 0.5
Cc1cc(C)c2c(N)c(C(=O)N/N=C/c3cccnc3)sc2n1 | -0.1
COc1cc2c(cc1OC)n(CC(=O)NC1CCCCCC1)n1c(C)cc(=O)nc21 | -0.7
COc1cc(/C=C2\SC(=O)N(c3ccccc3Cl)C2=O)cc([N+](=O)[O-])c1O | -2.3
Cn1ccnc1COc1ccc(/C=N/O)cc1 | 0.0
O=C1CCC(=O)N1c1ccccc1 | 0.6
COCCn1c(=O)[nH]c2cc(C(=O)Nc3cccc(F)c3)ccc2c1=O | -0.4
O=C(O)c1ccc(S(=O)(=O)Nc2ccc3c(c2)OCCO3)cc1 | 3.6
COc1ccc(C(c2c(NC(C)=O)sc3c2CCCC3)N2CCN(CCO)CC2)cc1OC (stereo not drawn) | -0.9
CCc1cccc(C)c1NC(=O)CN1C(=O)NC(Cc2ccccc2)C1=O (stereo not drawn) | 3.7
NC(=O)c1ccc(NC(=O)COC(=O)c2cccc(Oc3ccccc3)c2)cc1 | 0.1
CC[C@@H](C)C(N)c1cn([C@@H](CCC(=O)O)C(=O)N2CCNCC2)nn1 (stereo partly drawn) | -0.6
Cc1sc2nc(CN3CCCCC3)nc(N3CCN(C(=O)c4ccco4)CC3)c2c1C | 0.7
N#CC1=C(S)N(c2ccccc2)C(c2cccs2)NC1=O (stereo not drawn) | -1.5
O=C(CCCN1C(=O)c2ccccc2C1=O)NCCc1ccc(OC(F)F)cc1 | 1.3
COc1ccc(C(=O)OCCN=C2NS(=O)(=O)c3ccccc32)cc1OC | 3.8
CCOC(=O)N1CCN(C(=O)CS(=O)(=O)Cc2nc(-c3cccc(OC)c3)oc2C)CC1 | 0.6
O=C(O)c1cc(Cl)c(Cl)cc1C(=O)N(Cc1ccccc1)Cc1ccccc1 | 2.5
COCCCNC(=O)Cn1c(=O)n(Cc2ccc(C(=O)NCCc3ccc(OC)c(OC)c3)cc2)c(=O)c2ccccc21 | 0.3
Cn1nc(C(C)(C)C)c([N+](=O)[O-])c1C(N)=O | 0.5
CCCCNC(=O)CCn1c(=O)c2ccccc2n(CC(=O)Nc2ccccc2OCC)c1=O | -3.5
O=C(NC12CC3CC(CC(C3)C1)C2)c1cccnc1Cl | -0.3

Next results:
SMILES | TTR transcr act
Cc1ccccc1N1CCN(S(=O)(=O)c2ccc3oc(=O)ccc3c2)CC1 | 2.7
CC(=O)Nc1ccc2c(c1)OCO2 | 2.3
O=C(Nc1ccc2c(c1)OCO2)c1cccc(Cl)c1 | -0.9
Cc1c(C(=O)c2ccc([N+](=O)[O-])cc2)c(=O)n(C)c(=O)n1C | 2.9
Clc1ccc(-n2nnnc2-c2ccccc2)cc1Cl | 4.0
Cn1cnnc1SCC(=O)Nc1ccc(N2CCOCC2)cc1 | -0.7
O=C(Nc1ccccc1)c1ccn[nH]1 | 15*
Cc1ccc(S(=O)(=O)N(C)C)cc1NC(=O)C(C)OC(=O)C1CCC1 (stereo not drawn) | -0.5
Cc1c(COc2ccc3ccccc3c2)nnn1CC(=O)NS(=O)(=O)c1ccccc1C(F)(F)F | 0.1
CCN(CC)c1ccc2c(O)cc(=O)oc2c1 | 1.5
C[C@H]1CN([C@@H](C)CO)C(=O)c2cc(Br)cnc2O[C@H]1CN(C)C(=O)c1ccc2c(c1)OCO2 | 0.8
CCOc1ccc(-c2cnc3ccccc3n2)cc1 | 1.0
COc1cc(OC)c(S(=O)(=O)NC(C)C)cc1C(=O)O | -1.8
CC1(C)c2ccccc2C(=O)c2ccccc21 | -0.2
COC(=O)C1=C(N)OC2=C(C(=O)CC(C)(C)C2)C1c1cccnc1 (stereo not drawn) | 1.0
CCNC(=S)Nc1cccc(S(=O)(=O)Nc2ccccc2OC)c1 | 4.4
O=C(Cn1cc(COc2c(F)c(F)c(Br)c(F)c2F)nn1)c1ccc(O)cc1 | 2.8
CN1C(=O)C(O)(CC(=O)c2ccncc2)c2ccccc21 (stereo not drawn) | 2.3
O=C(N/N=C/c1ccc(Br)s1)c1ccco1 | -1.7
CC(=O)N1CCC(c2nc3ccccc3n2C(C)C(=O)NCc2ccccc2)CC1 (stereo not drawn) | 0.8
COCC(C)NC(C(=O)Nc1ccc(Cl)c([N+](=O)[O-])c1)c1ccccc1 (stereo not drawn) | -1.5
Cc1ccc(NC(=O)C2COc3ccccc3O2)cc1 (stereo not drawn) | -2.1
NC1=NC(=O)/C(=C/c2ccc(-c3ccc(S(N)(=O)=O)cc3)o2)S1 | 0.0
CCn1nnnc1NC(=O)c1ccc2ccccc2c1 | 1.4
COc1cccc(C2(c3cccc(OC)c3)CC2C(=O)Nc2cccc3ccccc23)c1 (stereo not drawn) | -0.2

(next part)
SMILES | TTR transcr act
Cc1ccc(C(=O)N2CCCC(N3CCN(c4cccc(C(F)(F)F)c4)CC3)C2)s1 (stereo not drawn) | -0.3
Cn1ncc(Cl)c1C(=O)N/N=C/c1ccccn1 | 0.4
Cc1ccc(CN2CC(=O)N3[C@H]4c5ccccc5OC[C@@H]4[C@H](c4ccccc4)[C@]3(C)C2=O)cc1 | 5.8
N/C(Cc1ccc(Cl)c(Cl)c1)=N\OC(=O)c1cccs1 | -1.1
CC(=O)Nc1ccc(OCC(O)CN2CCN(c3cccc(Cl)c3)CC2)cc1 (stereo not drawn) | 1.4
Cc1cc(Nc2ccccc2)n(C(=O)c2ccccc2)n1 | 1.1
c1ccc2c(c1)c1c(c3ccccc32)CN2CCCC2C1 (stereo not drawn) | -2.2
CNC(=O)c1ccc(NC(=O)Nc2ccccc2)cc1 | -1.3
Nc1nc(SCc2nc3scc(-c4cccs4)c3c(=O)[nH]2)n[nH]1 | 0.4
CCN(CC)c1ccc(C(=O)N/N=C(\C)c2cccc(OC)c2)cc1 | 6.7
CCNC(=O)C1(C)CCCN(CC(=O)c2ccccc2OC)C1 (stereo not drawn) | 0.8
Cc1cccc(NC(=O)Cn2c(=O)n(C)c3ccccc32)c1 | 3.3
CC(=O)N1CCC(N(CCCOC(C)C)C(=O)Nc2ccc(C)c(C)c2)CC1 | -0.2
CC(C)(C)OC(=O)N1CCC(NC(=O)c2nc[nH]c2C(=O)NCc2ccccc2)CC1 | 5.5
CC(C)(C)C(=O)Nc1c(Cl)cccc1OC(F)(F)F | 0.8
O=S(=O)(NCCSc1nnc(-c2ccco2)n1-c1ccccc1)c1ccccc1 | -2.2
O=C(O)c1ccc(CN(c2ccccc2)S(=O)(=O)c2ccccc2)cc1 | -1.2
CCOC(=O)c1cc(CC)sc1NC(=O)c1cc(OC)c(OC)c(OC)c1 | 3.9
Cc1cc2c(cc1C)C(=O)CCC2 | -0.1
COc1cccc(-c2csc(Nc3ccc(Oc4ccccc4)cc3)n2)c1 | 1.3
COC(=O)c1cc(Cl)cc(Cl)c1OS(=O)(=O)N(C)C | -0.2
Cc1[nH]nc(C(=O)NN=Cc2ccccc2Cl)c1N=NN(C)C | -3.1
COc1ccc(NC(=O)c2cccc(OS(=O)(=O)N(C)C)c2)cc1 | -1.0
CCOC(=O)c1ccc(NC(=O)Cc2coc3cc4c(cc23)CCC4)cc1 | -1.0

Only part of the results is shown; rates above refer to the full screens.
